Assay outcomes deposited in PubChem by several laboratories.
BH1578 lux ind: inducers of Vibrio cholerae quorum light production without autoinducers, primary screen, BH1578 luxS cqsA deficient, single point; actives 0.16% (n = 350,000); V. cholerae BH1578 lux reporter, luminescence, 6 h; activation, % at 18.7 µM; in the data active means activation mostly above about 9.7%, no sharp cut-off; inconclusive means no clear call, values can overlap the other calls; inactive means mostly below about 3.7%; further: not every result past the cut was called active; inactives centre near 0; reference of the scale not given here
Anthrax LF prot: Bacillus anthracis LF protease inhibitors, primary screen, biochemical, multiplex microsphere, MLPCN library. multiplex microsphere protease cleavage assay. inhibition, % at 10 µM. Lethal factor (Bacillus anthracis), P15917. actives 0.12% (n = 360,000); further: plate controls were buffer without enzyme for full effect and enzyme alone for no effect
TcdB GH inh: TcdB glycohydrolase inhibitors, primary screen, biochemical, single point, plate reader; Toxin B (Clostridioides difficile), P18177; inhibition, % at 9.99 µM; actives 0.24% (n = 350,000); AID 652162, 2013; TcdB glycohydrolase enzymatic assay; in the data active means inhibition above about 10%
Target sequence (P18177 whole entry, looked up): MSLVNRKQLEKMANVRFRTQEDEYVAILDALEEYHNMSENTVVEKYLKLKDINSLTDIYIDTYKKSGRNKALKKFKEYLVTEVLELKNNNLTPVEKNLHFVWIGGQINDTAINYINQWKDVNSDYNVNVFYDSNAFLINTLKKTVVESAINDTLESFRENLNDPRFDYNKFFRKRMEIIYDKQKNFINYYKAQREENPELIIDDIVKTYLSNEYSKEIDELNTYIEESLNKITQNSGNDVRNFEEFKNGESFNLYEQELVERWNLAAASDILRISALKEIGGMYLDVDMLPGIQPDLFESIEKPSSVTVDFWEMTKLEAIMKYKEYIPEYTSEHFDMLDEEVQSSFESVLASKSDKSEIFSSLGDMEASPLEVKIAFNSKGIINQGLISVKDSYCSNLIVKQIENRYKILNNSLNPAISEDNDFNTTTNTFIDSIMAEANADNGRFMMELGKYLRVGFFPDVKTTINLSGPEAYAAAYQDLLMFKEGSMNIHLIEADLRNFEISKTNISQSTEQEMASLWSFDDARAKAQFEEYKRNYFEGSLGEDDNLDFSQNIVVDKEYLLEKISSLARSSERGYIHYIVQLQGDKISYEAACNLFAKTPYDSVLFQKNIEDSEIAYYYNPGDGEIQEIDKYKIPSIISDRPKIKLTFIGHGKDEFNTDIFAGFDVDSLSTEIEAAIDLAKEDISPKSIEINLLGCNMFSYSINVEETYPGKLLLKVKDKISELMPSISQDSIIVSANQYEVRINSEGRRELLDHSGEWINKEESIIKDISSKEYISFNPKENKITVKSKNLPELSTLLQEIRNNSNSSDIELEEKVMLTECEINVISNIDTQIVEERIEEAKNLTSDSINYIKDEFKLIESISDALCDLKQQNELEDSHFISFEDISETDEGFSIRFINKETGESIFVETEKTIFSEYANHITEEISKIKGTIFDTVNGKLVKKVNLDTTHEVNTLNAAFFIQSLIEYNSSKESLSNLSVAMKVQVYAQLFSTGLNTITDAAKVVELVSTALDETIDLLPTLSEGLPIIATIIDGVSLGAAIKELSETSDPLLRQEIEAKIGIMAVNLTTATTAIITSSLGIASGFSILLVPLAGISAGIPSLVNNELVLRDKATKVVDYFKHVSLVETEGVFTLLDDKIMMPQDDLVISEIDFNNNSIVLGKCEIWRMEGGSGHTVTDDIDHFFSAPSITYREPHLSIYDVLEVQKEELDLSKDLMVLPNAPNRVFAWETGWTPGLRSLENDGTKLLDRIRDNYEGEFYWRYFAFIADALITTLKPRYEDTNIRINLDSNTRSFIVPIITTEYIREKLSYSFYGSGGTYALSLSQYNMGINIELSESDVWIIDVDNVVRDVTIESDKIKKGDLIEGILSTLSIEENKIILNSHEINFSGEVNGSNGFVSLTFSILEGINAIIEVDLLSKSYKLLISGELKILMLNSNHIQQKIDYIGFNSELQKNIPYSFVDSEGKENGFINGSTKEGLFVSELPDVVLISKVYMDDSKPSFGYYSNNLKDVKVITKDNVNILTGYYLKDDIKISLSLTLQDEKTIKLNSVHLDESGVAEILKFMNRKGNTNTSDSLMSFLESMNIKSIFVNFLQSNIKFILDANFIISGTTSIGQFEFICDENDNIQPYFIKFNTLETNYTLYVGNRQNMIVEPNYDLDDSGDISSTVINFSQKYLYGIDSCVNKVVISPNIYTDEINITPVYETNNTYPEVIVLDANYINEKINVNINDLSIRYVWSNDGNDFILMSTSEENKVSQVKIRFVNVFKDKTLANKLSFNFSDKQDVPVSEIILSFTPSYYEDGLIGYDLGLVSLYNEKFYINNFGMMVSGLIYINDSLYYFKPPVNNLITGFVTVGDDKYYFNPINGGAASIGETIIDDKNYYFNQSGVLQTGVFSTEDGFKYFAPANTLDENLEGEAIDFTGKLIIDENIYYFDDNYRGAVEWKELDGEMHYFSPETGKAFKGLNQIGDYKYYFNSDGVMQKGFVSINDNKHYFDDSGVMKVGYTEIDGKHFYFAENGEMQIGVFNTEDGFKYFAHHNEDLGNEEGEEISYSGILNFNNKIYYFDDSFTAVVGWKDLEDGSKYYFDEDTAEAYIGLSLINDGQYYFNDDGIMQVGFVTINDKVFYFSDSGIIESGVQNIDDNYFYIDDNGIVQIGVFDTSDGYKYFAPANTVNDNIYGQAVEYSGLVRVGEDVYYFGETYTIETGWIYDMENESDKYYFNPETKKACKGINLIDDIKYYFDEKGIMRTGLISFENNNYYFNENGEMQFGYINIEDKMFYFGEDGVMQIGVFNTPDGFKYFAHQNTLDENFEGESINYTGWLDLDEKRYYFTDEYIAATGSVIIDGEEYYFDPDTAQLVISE
PrPC TRFRET: inhibitors of human cell surface prion protein PrPC, primary screen, cell-based, TR-FRET. TR-FRET read-out. Major prion protein (Homo sapiens), P04156. actives 0.43% (n = 370,000). inhibition, % at 13.8 µM; in the data active means inhibition above about 24%; further: 0% = median of the test wells and 100% = reference compound wells
PriA SSB inh: inhibitors of Klebsiella pneumoniae PriA binding to SSB C-terminal tail, primary screen, biochemical, AlphaScreen. PriA–SSB C-terminal tail interaction (Klebsiella pneumoniae). AlphaScreen SSBct-PriA binding, biotinylated peptide. inhibition, % at 33 µM. actives 0.6% (n = 430,000); in the data active means inhibition mostly above about 37%, no sharp cut-off; inactive means mostly below about 20%;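 further: plate controls were negative control peptide for no effect and reference peptide for full effect; strong numbers were not always called active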
SARS 3CLpro inh: SARS-CoV 3CLpro protease inhibitors, primary screen, biochemical, quenched FRET | AID 1706, 2009 | recombinant SARS-CoV 3CLpro, quenched FRET peptide cleavage | inhibition, % at 6 µM | Replicase polyprotein 1ab (Severe acute respiratory syndrome coronavirus), P0C6X7 | actives 0.14% (n = 290,000); in the data active means inhibition above about 12%
PfHsp40 rescue: rescue of yeast from PfHsp40 toxicity, primary screen, S. cerevisiae, ATP luminescence. S. cerevisiae expressing PfHsp40, growth rescue. growth rescue, % at 12.5 µM. actives 0.68% (n = 340,000). AID 504582, 2011; in the data active means growth rescue above about 28%, passing the limit was not always enough; inconclusive means no clear call, values can overlap the other calls;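 further: yeast W303a lacking pdr1 and pdr3 grown in galactose medium; growth measured after three days at 30 °C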
BoNT-A LC inh2: BoNT/A light chain protease inhibitors, primary screen, biochemical, flow cytometry, MLPCN library. AID 588499, 2011. inhibition, % at 10 µM. multiplex microsphere protease substrate cleavage. actives 0.17% (n = 360,000); further: plate controls were buffer without enzyme for full effect and enzyme alone for no effect
Yp Topo-I inh: Yersinia pestis topoisomerase I inhibitors, primary screen, biochemical, cleavage product accumulation, plate reader, single point; Y. pestis Topo-I cleavage product accumulation; DNA topoisomerase I (Yersinia pestis CO92); actives 0.064% (n = 360,000); activity, % at 10 µM; AID 504884, 2011; in the data active means activity above about 50%, passing the limit was not always enough; inconclusive means no clear call, values can overlap the other calls; further: inactives centre near 2
An asterisk follows results filed as active; i = inactive; ? = inconclusive; / = not tested or not shown; & = joins results of further samples. Unless noted, no stated cut-off is given here; in the data, active means inhibition above about 30%; inconclusive means no clear call, values can overlap the other calls; inactive means below that. The list is partial; count on the stated rates, not on these rows.

SMILES	BH1578 lux ind	Anthrax LF prot	TcdB GH inh	PrPC TRFRET	PriA SSB inh	SARS 3CLpro inh	PfHsp40 rescue	BoNT-A LC inh2	Yp Topo-I inh
Cc1nc(NC(=O)CSc2nnc(C3CC3)n2N)c(Cl)cc1Cl	0.0	2	0.1	2	0	/	1.3	-0.3	3
Cc1ccc(CNC(=O)Nc2ccc3c(c2)N(C)C(=O)CS3)cc1	i	0	0.7	1	5	3	0.2	0.1	-8
C[C@@H]1Cn2cnc(C(=O)Nc3ccccc3)c2C(=O)N1	-0.4	1	-0.1	-1	/	/	/	-0.3	5
[O-][n+]1onc2c1CCc1[nH]c(-c3ccccc3)nc1-2	-0.4	-2	0.0	3	0	-1	0.8	-0.7	-2
O=C(CN1C(=O)C2CCc3[nH]c4ccccc4c3C2C1=O)N1CCCC1 (stereo unspecified)	6.2	-2	/	1	-12	1	-0.8&-0.6	-0.3	3
CC(NCC(O)c1ccc([N+](=O)[O-])cc1)C12CC3CC(CC(C3)C1)C2 (stereo unspecified)	i	/	-0.4	-5	4	-3	1.0	/	8
Cc1noc(C)c1C(=O)Nc1ccc(C#N)cc1	-3.6	-4	-0.6	-3	-25	-3	0.3	-1.0	-3
Cc1c(N=Nc2c(O)[nH]c(=S)[nH]c2=O)c(=O)n(-c2ccccc2)n1C	1.7	-7	/	-3	53*	1	-0.9	-2.3	-1
CCC(CC)C(=O)N(C)c1c(C)nc2c(OCC=C(C)C)cccn12	0.3	2	0.7	-3	/	/	/	-0.2	16
COCCNc1ncnc2c1nc1n2CCCC1	-18	0	0.8	0	-13	1	0.7	2.8	5
COc1cc(C=O)ccc1OCCOc1ccccc1[N+](=O)[O-]	-0.2	0	0.8	-7	-3	6	-1.0	-0.1	11
S=c1[nH]nc(-c2ccco2)n1C1CCCCC1	-0.1	0	/	3	-4	-1	0.0	0.2	-4
CCNC(=O)CC1SC(=Nc2ccccc2C)N(C)C1=O (stereo unspecified)	-0.3	-4	/	-2	-6	-3	2.0	-0.5	-3
CSc1nnc(OC(=O)N(C)C)n1-c1ccc(Cl)cc1	-0.2	-9	0.1	7	-6	2	0.9	-0.1	-5
CCOc1cc(N2CCOCC2)c(OCC)cc1NC(=O)c1nc2nc(C)cc(C)n2n1	-1.5	-2	/	4	7	/	0.6	0.0	-4
CC(=O)Nc1ccc(NC(=O)COc2ccc(Br)cc2C)cc1	-0.6	-6	1.4	5	-21	4	-2.1	-1.0	6
CCc1nc(NC(=O)Cc2csc(C)n2)sc1C(=O)OC	-0.3	-5	-0.8	1	6	0	-1.6	1.2	6
COc1ccc(OC)c2[nH]c(=O)c(CCNS(=O)(=O)c3ccc(Cl)cc3)cc12	i	-5	/	3	-5	1	-1.8	0.1	0
CCCc1nc2c(C)ccc(C)c2c(N)c1CC	i	-7	/	-10	-7	-12	0.2	?	-7
CCCCCCOc1ccc(/C(C)=N/NC2=NCCN2)cc1[N+](=O)[O-]	-0.3	-5	0.4	-7	/	3	0.5	0.2	-22
CCC(=O)OCCCCCCOc1ccc(C(=O)O)cc1	i	1	/	1	-11	4	0.1	-0.5	4
CC/C(=N\Nc1ccccc1)c1c(O)n(-c2ccccc2)c(=O)[nH]c1=O	i	-5	-0.9	-1	/	-4	-0.4	?	-6
O=C1/C(=C/c2cccnc2)N=C2CCCCCN12	-2.9	1	-3.1	6	4	1	0.8	-0.2	-2
N#Cc1ccc(COc2cccc3cccnc23)cc1	-1.5	-1	-0.1	-11	-9	-3	-0.5	-0.8	3
CCOc1ccc(NCc2nc3ccccc3n2CCOc2ccccc2)cc1	2.4	-2	/	13	16	3	10	2.1	-1
COc1cc2c(cc1NC(=O)CN1CCN(S(=O)(=O)c3ccc(F)cc3)CC1)oc1ccccc12	7.2	-1	/	-1	-9	1	0.4	-0.2	-3
CCN(CC)C(=O)CN1C(=O)C2(OCC(C)(C)CO2)c2ccccc21	-0.1	1	4.2	7	7	/	-2.1	0.2	6
CCS(=O)(=O)N1CCN(c2cc3c(cc2[N+](=O)[O-])n(C)c(=O)n3C)CC1	-0.2	4	0.9	-14	4	-1	-2.0	0.2	-12
O=C(Nc1nnc(-c2ccccc2)o1)c1nc2ccccc2s1	-0.3	-3	-2.9	5	-20	/	-0.5	0.0	3
CC(C)(C)c1ccc(C2=NC(=O)C(CC(=O)O)S2)cc1 (stereo unspecified)	i	-10	0.6	3	-7	2	-0.5	-0.4	14
O=C(O)Cc1ccc(NC(=O)c2ccc(Cl)c(Cl)c2)cc1	-0.3	-2	2.9	2	-21	4	-0.6	-0.4	-15
Cc1nc(NC(=O)C2CCCCC2C(=O)O)sc1C (stereo unspecified)	i	-1	-0.9	5	-7	-4	-0.3	0.3	0
Oc1c(/C=N/c2ccccn2)sc2ccccc12	i	-3	-0.3	1	/	3	0.3	0.0	4
CC1CN=C(NS(=O)(=O)c2ccccc2)N1 (stereo unspecified)	-0.7	11	0.7	-4	/	/	/	0.1	1
COc1ccc(OC)c(-c2nnc3n2N=C(c2ccc(OC)c(OC4CCOC4)c2)CS3)c1 (stereo unspecified)	i	0	-3.5	17	6	/	0.7	0.7	8
O=C(CCS(=O)(=O)c1ccc(Cl)cc1)Nc1ccc(F)cc1	0.8	-7	2.3	0	0	-3	2.1	0.5	-7
CC(CCc1ccccc1)NC(=O)CNC(=S)N(Cc1cccs1)C1CCCC1 (stereo unspecified)	-0.7	-4	-0.7	17	1	5	-0.2	-0.4	35
COc1ccc(C(=O)Nc2nc(-c3cccs3)cs2)cc1	i	-1	/	13	-3	7	16	0.2	-2
CC1=CCC(COC(=O)Nc2ccccc2)CC1 (stereo unspecified)	i	6	/	-3	-5	4	2.0	0.7	3
C=CCN(CC=C)Cc1cc(=O)oc2cc(C)c(Cl)cc12	/	2	1.1	9	/	/	/	0.0	/

A draw from above in order of number of heavy atoms, rising.
SMILES	BH1578 lux ind	Anthrax LF prot	TcdB GH inh	PrPC TRFRET	PriA SSB inh	SARS 3CLpro inh	PfHsp40 rescue	BoNT-A LC inh2	Yp Topo-I inh
CC1CN=C(NS(=O)(=O)c2ccccc2)N1 (stereo unspecified)	-0.7	11	0.7	-4	/	/	/	0.1	1
O=C1/C(=C/c2cccnc2)N=C2CCCCCN12	-2.9	1	-3.1	6	4	1	0.8	-0.2	-2
Cc1nc(NC(=O)C2CCCCC2C(=O)O)sc1C (stereo unspecified)	i	-1	-0.9	5	-7	-4	-0.3	0.3	0
CC(C)(C)c1ccc(C2=NC(=O)C(CC(=O)O)S2)cc1 (stereo unspecified)	i	-10	0.6	3	-7	2	-0.5	-0.4	14
CCC(=O)OCCCCCCOc1ccc(C(=O)O)cc1	i	1	/	1	-11	4	0.1	-0.5	4
O=C(CCS(=O)(=O)c1ccc(Cl)cc1)Nc1ccc(F)cc1	0.8	-7	2.3	0	0	-3	2.1	0.5	-7
O=C(Nc1nnc(-c2ccccc2)o1)c1nc2ccccc2s1	-0.3	-3	-2.9	5	-20	/	-0.5	0.0	3
CCN(CC)C(=O)CN1C(=O)C2(OCC(C)(C)CO2)c2ccccc21	-0.1	1	4.2	7	7	/	-2.1	0.2	6
CC/C(=N\Nc1ccccc1)c1c(O)n(-c2ccccc2)c(=O)[nH]c1=O	i	-5	-0.9	-1	/	-4	-0.4	?	-6
CC(CCc1ccccc1)NC(=O)CNC(=S)N(Cc1cccs1)C1CCCC1 (stereo unspecified)	-0.7	-4	-0.7	17	1	5	-0.2	-0.4	35
COc1ccc(OC)c(-c2nnc3n2N=C(c2ccc(OC)c(OC4CCOC4)c2)CS3)c1 (stereo unspecified)	i	0	-3.5	17	6	/	0.7	0.7	8
COc1cc2c(cc1NC(=O)CN1CCN(S(=O)(=O)c3ccc(F)cc3)CC1)oc1ccccc12	7.2	-1	/	-1	-9	1	0.4	-0.2	-3

Next part:
SMILES	BH1578 lux ind	Anthrax LF prot	TcdB GH inh	PrPC TRFRET	PriA SSB inh	SARS 3CLpro inh	PfHsp40 rescue	BoNT-A LC inh2	Yp Topo-I inh
CN1CCN(c2ccc(NC(=O)c3ccc4c(c3)OCCO4)cc2Cl)CC1	-1.6	-1	4.2	-10	-6	1	-0.1	-0.1	-14
CCN(CC)c1nc2c(c(=O)[nH]c(=O)n2C)n1CCOc1ccccc1	i	12	1.1	10	-15	5	0.4	-2.9	11
COc1cc(C(=O)N2CCN(C)C(C)C2)ccc1OC1CCN(C(C)=O)CC1 (stereo unspecified)	0.6	3	0.1	2	10	-2	-1.1	-1.1	0
CCCn1nc(C(=O)N(C)CC(=O)Nc2ccc(OCC)c(OCC)c2)c2ccccc2c1=O	-2.5	-15	-2.1	5	2	/	-0.2	0.0	6
CNC(=O)CN(Cc1ccccc1)S(=O)(=O)c1ccccc1	i	-3	/	0	-4	2	-0.9	-1.2	-3
c1ccc2sc(N3CCCN(Cc4nc(-c5cnccn5)no4)CC3)nc2c1	-0.2	0	0.2	1	-9	-2	0.1	-0.1	22
O=S(=O)(/C=C/c1ccccc1)Nc1ccc2c(c1)OCO2	-0.7	-2	/	8	6	0	1.7	0.0	2
COc1ccc(NC(=O)CSc2nnc(CCC(=O)Nc3ccc(C)c(Cl)c3)n2C)cc1	i	-1	/	3	8	-2	0.4	-0.2	15
COc1cccc(NC(=O)COc2ccc(C(=S)N3CCN(C)CC3)cc2OC)c1	-0.1	-1	-1.3	12	-7	0	-0.3	-1.0	-2
COCCNC(=O)c1cc2c(c(-c3cccc(C#Cc4ccc(OC)c(OC)c4)c3)n1)[C@@H](CCO)N(S(=O)C(C)(C)C)C2 (stereo partly specified)	/	-4	1.1	0	/	/	/	0.4	/
O=C(COc1ccc2c(c1)C(=O)CC1(CCCCC1)O2)NCc1ccccn1	-1.0	2	/	2	-6	-5	-1.5	-0.1	17
CCOC(=O)c1sc2nc(CSCC(=O)OCc3ccc(C(=O)OC)o3)[nH]c(=O)c2c1C	-0.3	-7	/	7	-1	-4	0.4	-3.0	5
COc1ccc(OC(=O)N(C)C[C@@H]2OCc3cn(nn3)CCCC(=O)N([C@@H](C)CO)C[C@H]2C)cc1	-0.5	2	-0.3&1.7&0.6	2	/	/	/	-0.5	-1
CC(=O)C1=C(O)C(=O)N(CCCn2ccnc2)C1c1ccc(Cl)cc1 (stereo unspecified)	i	0	0.0	4	-4	-2	-2.7	-0.6	1
COCCN(C(=O)CCC(=O)Nc1cc(C)on1)C(C(=O)NC1CCCC1)c1ccc(C)cc1 (stereo unspecified)	-0.3	0	2.4	-4	-9	-5	-1.2	1.3	8
COc1cccc(-c2nnc(NC(C)=O)o2)c1	-0.3	-9	1.7	8	-7&-9	/	1.1	-0.5	-3
Nc1c(C(=O)N/N=C/c2cccnc2)cnn1-c1ccccc1	-0.7	0	/	-2	/	-5	-0.9	1.0	-2
CCSc1nnc(CNC(=O)C23CC4CC(CC(C4)C2)C3)n1C1CCCCC1	1.0	-1	1.1	8	9	4	1.3	0.1	26

Compounds above that have a cyano group (two):
SMILES	BH1578 lux ind	Anthrax LF prot	TcdB GH inh	PrPC TRFRET	PriA SSB inh	SARS 3CLpro inh	PfHsp40 rescue	BoNT-A LC inh2	Yp Topo-I inh
Cc1noc(C)c1C(=O)Nc1ccc(C#N)cc1	-3.6	-4	-0.6	-3	-25	-3	0.3	-1.0	-3
N#Cc1ccc(COc2cccc3cccnc23)cc1	-1.5	-1	-0.1	-11	-9	-3	-0.5	-0.8	3
